Screening data: PubChem BioAssay, several laboratories
NR1D1 modulator – Rev-erb alpha (human) modulation; P20393; Rev-erbα–FITC-DNA binding, fluorescence polarization, 90 min; activity, % at 10 µM; hit rate 0.79% among 370,000;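 active means activity above about 14%, limit read from the data; passing the limit was not always enough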;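 further: 0% = DMSO wells with 35 nM protein and 100% = DMSO wells with 750 nM protein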
ABHD4 inh – inhibits mouse alpha/beta hydrolase domain 4; Q8VD66; purified mABHD4, FP-Rh probe fluorescence polarization; inhibition, % at 8.92 µM; hit rate 0.54% among 370,000; AID 720543;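 active means inhibition exceeding the mean over every tested compound plus 3 SD, cut at about 30% in these data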;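 further: 0% = plate median of compound wells and 100% = S159A mutant with DMSO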
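Assay system: mABHD4 protein; medium: HEPES pH 7.0, NaCl, Pluronic buffer; dosing: 8.92 µM, single dose; schedule: 45 min + 60 min at 25 °C; signal: FP readout, ex 525 nm / em 598 nm; read-out: normalized percent inhibition of probe labeling; repeats: single replicate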
ASAP1 GAP inh – ASAP1 ArfGAP inhibition | Q9ULH1 | ASAP1-stimulated ARF1 GTP hydrolysis, GDP FP detection | inhibition, % at 16.5 µM | hit rate 0.19% among 360,000 | AID 624377; in the data active means inhibition above about 25%;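 further: 0% = vehicle with enzyme and substrate and 100% = no enzyme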
HTRA1 inhibitor – inhibitors of human serine peptidase HTRA1. Q92743. recombinant HTRA1, FP-rhodamine activity-based probe, fluorescence polarization. inhibition, % at 5.96 µM. hit rate 0.5% among 340,000; in the data active means inhibition above about 36%;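 further: 0% = enzyme with DMSO and 100% = wells lacking enzyme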
NPR1 activator – GC-A (human) enzyme activation; hit rate 0.14% among 370,000; activation, % at 10 µM; HEK293 GC-A cells, cGMP TR-FRET, EC30 ANP; 0% at EC30 ANP, 100% saturating ANP; P16066; in the data active means activation above about 40%
ARFGAP1 inh – inhibits rat ARF GTPase activating protein 1. Q62848. Arfgap1-stimulated ARF1 GTP hydrolysis, GDP FP detection. inhibition, % at 16.5 µM. hit rate 0.26% among 360,000. AID 651572;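 active means inhibition above a per-plate limit, mean inhibition of low control wells plus 3 SD, cut at about 25% in these data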;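 further: 0% = DMSO wells with enzyme and 100% = wells lacking Arfgap1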
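Replicates: Single well per compound | Assay system: Truncated rat Arfgap1 GAP domain | Control set: No-Arfgap1 wells (100%) versus DMSO full-reaction wells (0%) | Times: Enzyme reaction 120 min at 25 °C after 20 min preincubation | Reagent: Human ARF1(Δ1-17)-GTP substrate | Measured by: Tracer-displacement fluorescence polarization with EDTA stop, 620/688 nm | Measure: Percent inhibition of Arfgap1-stimulated GTP hydrolysis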
rCAG RNA binder – binds r(CAG) RNA repeats; r(CAG) RNA repeat, TO-PRO-1 dye displacement fluorescence; inhibition, % at 3 µM; hit rate 1.3% among 370,000;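 active means inhibition above the plate cutoff, the mean of all test compounds on that plate plus 3 SD, cut at about 35% in these data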;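 further: 0% = DMSO alone and 100% = 100 µM mitoxantrone as full dye displacement; higher means more dye released from RNA so lower well fluorescence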
PG9 Ab binder – binds the HIV-1 gp120 antibody PG9 | TR-FRET gp120-PG9 antibody binding | inhibition, % at 6.7 µM | hit rate 0.43% among 360,000; in the data active means inhibition above about 8.5%
GC-B act – GC-B (human) receptor activation; HEK293-GC-B cells, CNP EC30, cGMP TR-FRET; 0% at EC30 CNP, 100% saturating CNP; activation, % at 10 µM; hit rate 0.11% among 370,000;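 active means activation at 10 µM reaching about 35% in either raw or pattern-adjusted values, limit read from the data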
Target sequence (P20594 whole entry, looked up): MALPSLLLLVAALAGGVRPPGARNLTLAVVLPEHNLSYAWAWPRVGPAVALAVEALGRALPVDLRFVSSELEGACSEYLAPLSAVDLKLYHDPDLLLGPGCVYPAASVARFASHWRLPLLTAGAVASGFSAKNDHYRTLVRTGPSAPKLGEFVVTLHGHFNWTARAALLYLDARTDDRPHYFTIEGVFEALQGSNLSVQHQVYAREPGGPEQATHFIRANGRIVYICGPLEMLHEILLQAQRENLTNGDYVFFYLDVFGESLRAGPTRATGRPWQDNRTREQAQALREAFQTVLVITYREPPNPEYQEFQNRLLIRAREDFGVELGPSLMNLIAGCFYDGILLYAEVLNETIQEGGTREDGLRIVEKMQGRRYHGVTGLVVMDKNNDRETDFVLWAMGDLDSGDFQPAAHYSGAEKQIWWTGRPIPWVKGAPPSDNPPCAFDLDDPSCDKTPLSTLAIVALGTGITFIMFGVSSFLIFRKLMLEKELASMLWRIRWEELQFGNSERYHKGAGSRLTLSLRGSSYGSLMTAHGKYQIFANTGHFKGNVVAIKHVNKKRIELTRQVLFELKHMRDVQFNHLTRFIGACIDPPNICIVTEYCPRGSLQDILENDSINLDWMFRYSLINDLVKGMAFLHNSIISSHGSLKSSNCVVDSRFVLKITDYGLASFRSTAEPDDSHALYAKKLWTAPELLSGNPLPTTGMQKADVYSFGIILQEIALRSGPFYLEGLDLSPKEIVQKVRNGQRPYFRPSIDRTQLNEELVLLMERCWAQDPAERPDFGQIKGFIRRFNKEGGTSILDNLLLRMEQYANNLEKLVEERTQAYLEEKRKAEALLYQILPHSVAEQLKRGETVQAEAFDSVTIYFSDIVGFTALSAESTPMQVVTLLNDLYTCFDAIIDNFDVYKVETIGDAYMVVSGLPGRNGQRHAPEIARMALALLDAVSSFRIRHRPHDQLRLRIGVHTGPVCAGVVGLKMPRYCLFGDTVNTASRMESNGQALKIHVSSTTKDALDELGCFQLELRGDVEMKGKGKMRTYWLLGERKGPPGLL
SMARCA2 act – SMARCA2 function activation, primary screen; activation, % at 9.1 µM; hit rate 1% among 370,000; MG213 cells, MMTV-luciferase reporter, dexamethasone, overnight; AID 652017; in the data active means activation above about 7.8%;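 further: 0% = vehicle wells and 100% = reference activator wells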
Numbers without * were called inactive; / = not tested or not shown.

SMILES	NPR1 activator	NR1D1 modulator	GC-B act	HTRA1 inhibitor	ABHD4 inh	ASAP1 GAP inh	rCAG RNA binder	ARFGAP1 inh	PG9 Ab binder	SMARCA2 act
C/C(=N\NC(=O)c1cccc([N+](=O)[O-])c1)c1cccc(NC(=O)C2CC2)c1	-1	8	-1	-5	5	4	2	-2	-3.6	-1
O=C(Nc1ccon1)c1cc(-c2ccccc2)nc2ccccc12	1	-2	2	-20	-5	2	0	8	-1.0	0
CCSc1ccc(-c2nn(-c3ccccc3)cc2/C=C(/C#N)C(=O)NC)cc1	-3	4	-11	1	2	0	1	6	-5.0	-2
COc1ccc(-c2coc3cc4oc(=O)c(CC(=O)O)c(C)c4cc23)cc1	-1	-7	-6	6	1	0	3	-20	3.2	-3
Cc1ccccc1C(=O)N1CCN(c2ccc([N+](=O)[O-])c(N3CCOCC3)c2)CC1	-4	8	0	0	5	-3	-7	10	-0.4	-2
O=C(CCCCCNC(=O)N1CCn2c1nc1ccccc12)NCc1ccccc1	-3	2	-16	-8	-10	3	-7	-5	-1.2	-3
CCOC(=O)C1=NNC2C(=O)N(C3CCCCC3)C(=O)C12 (stereo unspecified)	2	-3	-7	1	-12	1	-3	11	1.2	-3
CCOc1ccc(S(=O)(=O)Nc2ccc(S(=O)(=O)N3CCCC3)cc2)cc1	1	4	1	-3	-6	16	14	4	-0.4	-4
CCOc1ccc(CCNC(=O)C2CCCN(S(=O)(=O)N3CCCCC3)C2)cc1OCC (stereo unspecified)	0	-1	2	/	2	3	-2	-1	-0.6	2
CC(Oc1cccc(Cl)c1)C(=O)N1CCN(c2ncccn2)CC1 (stereo unspecified)	-4	-12	1	2	-4	-4	1	0	-0.8	-1
Cc1cc(-c2nn(-c3ccccc3F)cc2CN2CCCC(C(N)=O)C2)c(C)s1 (stereo unspecified)	-1	6	0	6	-5	-4	3	-10	-0.5	6
Cc1ccc(C2=Nc3cccnc3C(c3ccccc3)=NN2)cc1	1	-6	-5	-7	-3	-12	2	-4	-0.8	-1
NC(N)=NS(=O)(=O)c1ccc(NC(=S)NC(=O)/C=C/c2ccc(F)cc2)cc1	-5	-9	-3	-9	-10	4	4	8	-1.6	-3
Cc1c(NC(=O)C(C)OC(=O)c2c3c(nc4ccccc24)CCC(C)C3)c(=O)n(-c2ccccc2)n1C (stereo unspecified)	-7	4	1	2	4	6	-3	5	2.3	-4
O=S1(=O)c2c(F)cccc2OC(COc2ccccc2)CN1CCc1ccc(F)cc1 (stereo unspecified)	3	-1	1	-24	-13	5	7	-1	0.3	-1
O=C(/C=C/c1ccccc1)NCCCNC(=O)/C=C/c1ccccc1	-6	1	-1	-2	-4	-6	-2	-5	-0.4	-2
CN(C)CCN(C)Cc1c2ccccc2c(CN(C)CCN(C)C)c2ccccc12	-16	2	-7	-3	0	-6	-19	7	-8.2	1
O=C(COC(=O)c1cc(=O)[nH]c(=O)[nH]1)Nc1cccc(S(=O)(=O)N2CCOCC2)c1	6	-5	1	-4	2	-12	3	-5	0.5	-2
O=C(Nc1cccc2c1CCCC2)c1ccccc1Cl	5	3	2	-11	-6	-12	5	-3	-0.1	0
c1ccc2c(SCc3cn4ccccc4n3)nncc2c1	2	-6	-5	-6	1	8	-2	8	-2.6	2
CC1(C(=O)NCc2ccccc2)CSCC(=O)N1Cc1cccc(F)c1 (stereo unspecified)	-2	-5	-11	/	-5	-1	0	10	0.3	1
CCN(CC)C(=O)Cn1cc(C(=O)C(=O)N2CCCc3ccccc32)c2ccccc21	0	1	1	5	-5	6	-4	5	3.0	-5
COc1ccc(-c2ccc(C#N)c(OC(=O)c3c(Cl)cccc3Cl)n2)cc1	2	4	1	-10	-4	0	4	1	1.4	-1
O=C(c1ccc(F)cc1)N1CCC(C(=O)N2CCN(c3ncccn3)CC2)CC1	0	-1	0	-7	6	13	0	2	-2.2	1
CN1CCCN(Cc2ccccc2C(F)(F)F)CC1	-3	-3	2	3	10	11	0	-2	-0.4	3
CCOc1ccccc1C(=O)N1CCN(c2cccc(Cl)c2)CC1	-4	-3	-10	2	-1	11	1	-2	-0.5	1
O=C(NCc1ccccc1Cl)NCc1ccccc1Cl	0	0	-4	1	3	-2	-2	12	1.1	-2
O=C(COc1ncnc2ccccc12)Nc1cccc([N+](=O)[O-])c1	-4	4	-1	-4	3	12	3	14	-1.0	4
COc1ccc(OC)c(-c2cc(C(=O)Nc3cc(C)n(Cc4ccc(Cl)cc4)n3)no2)c1	-1	16*	2	-4	5	-3	0	-6	-1.9	1
Cc1n[nH]c(C)c1N=Nc1ccc(Br)cc1	22	-13	-10	-12	-15	-1	1	1	-1.2	3

New compounds follow:
SMILES	NPR1 activator	NR1D1 modulator	GC-B act	HTRA1 inhibitor	ABHD4 inh	ASAP1 GAP inh	rCAG RNA binder	ARFGAP1 inh	PG9 Ab binder	SMARCA2 act
C=C1C[C@H]2[C@@H]3CCc4cc(OC)ccc4[C@H]3CC[C@]12C	-1	-2	0	1	-1	-7	1	-3	-0.8	0
CC(=O)Oc1cccc(C2=CC(=O)CC(C)(C)C2=O)c1	4	0	6	1	-6	-5	1	-2	-1.2	-2
CC(C)(C)c1ccc(OCc2nnc(SCC(N)=O)n2N)cc1	-2	0	3	1	0	-1	-2	6	0.6	1
O=C(Nc1cccc(C(F)(F)F)c1)O[C@@H]1CC[C@@]23CCCN2C(=O)CCC[C@H]3C1	-1	-3	-2	/	-4	/	/	/	/	/
Cc1ccc(S(=O)(=O)N(CC(=O)N/N=C\c2cccs2)c2cccc3cccnc23)cc1	1	2	-1	-1	5	-3	8	10	-0.4	-2
CC1=NN(Cc2ccccc2)C(=O)C1C(c1ccccc1)C(C#N)C#N (stereo unspecified)	-4	2	-7	3	53*	-7	8	1	-2.3	-2
CCOC(=O)N1CCN(C(=O)c2ccc(CNS(=O)(=O)c3ccc(C)cc3)cc2)CC1	-6	2	-8	0	1	-5	-3	5	2.6	0
O=C(O)c1cccc(S(=O)(=O)Nc2ccc(N3CCCCC3)cc2)c1	-2	-3	0	8	-1	-14	11	3	0.8	3
COc1ccc(CCNC(=O)COc2ncnc3cc([N+](=O)[O-])ccc23)cc1	-1	4	4	4	-3	3	7	7	-1.3	-1
CCCCn1c(N)c(N(Cc2ccccc2OC)C(=O)c2ccc(N3CCCC3=O)cc2)c(=O)[nH]c1=O	2	-2	4	-1	-4	8	-3	6	1.5	-4
CCC(C)[C@H](NC(=O)C1CCN(C(=O)[C@H](Cc2ccccc2)NS(=O)(=O)c2ccc(C)cc2)CC1)C(=O)O (stereo partly specified)	-2	1	0	-2	0	-6	11	-3	-1.8	-1
O=C(NCc1cccs1)C1CCN(S(=O)(=O)c2cccc3cccnc23)CC1	-2	1	-6	2	2	-8	0	-2	-0.8	-1
O=C(NCCCn1cccn1)c1cc(COc2ccc(F)cc2Cl)on1	9	-1	4	3	-2	6	-3	3	-5.2	2
Cc1ccccc1NC(=S)N(CCN(C)C)C(C)c1cccnc1 (stereo unspecified)	-3	-2	1	5	-3	-8	-2	-2	1.2	-3
N#Cc1ccncc1S(=O)c1ccc(Cl)cc1 (stereo unspecified)	0	0	3	-1	-6	5	-4	-3	-1.0	-2
CN(CC(=O)Nc1ccc(F)cc1)C(=O)COC(=O)/C=C/c1ccc(OC(F)F)cc1	0	3	6	-10	-6	14	0	5	1.4	-1
CCc1sc(C(=O)NCc2ccco2)cc1Br	0	-1	2	8	-10	-7	5	-3	-0.3	-1
O=[N+]([O-])c1cccnc1-n1cnc2ccccc21	-10	-3	-6	-4	6	-11	1	-6	-0.4	-2
Cc1nn(-c2ccccc2)c2c1C(=O)N(c1ccccc1)C(=O)C(C)(C)C2	2	-1	3	-3	-3	1	-5	0	-1.1	0
COc1ccc(CN(CCN2CCOCC2)C(=O)c2c(F)cccc2F)cc1OC	0	-3	4	1	7	-5	-9	-4	-0.1	-3
CC(=O)Nc1ccc(-c2csc(NC(=O)C3CC(=O)N(c4ccc5c(c4)OCCO5)C3)n2)cc1 (stereo unspecified)	-4	6	-2	-7	-18	7	21	-1	-0.5	-6
COC(=O)CCC(=O)N1CCCC(C(=O)c2ccc(Cl)cc2C)C1 (stereo unspecified)	-2	0	-2	-8	2	-14	-7	1	0.4	-3
O=C(c1cccc(N2C(=O)C3CC=CCC3C2=O)c1)N1CCN(c2ccccc2)CC1 (stereo unspecified)	3	3	1	1	5	0	4	-3	-2.4	3
Fc1ccc(CN2CCN3CCCC3C2C2CCCCC2)cc1F (stereo unspecified)	-6	2	-8	-1	3	1	-11	1	0.7	-3
CN(C)C=Nc1ccc2nn(-c3ccccc3)nc2c1	17	-6	1	-5	-8	-10	3	7	3.1	6
COc1ccc(/C=N/n2c(SC)nnc(C(C)(C)C)c2=O)c(OC)c1	-3	0	-3	-2	4	-12	-4	-4	1.3	0
CN(CC(=O)Nc1ccc(N2CCOCC2)cc1)C(=O)c1cn(-c2ccccc2)nc1-c1ccccc1	-2	2	1	-8	-11	1	3	11	1.6	2
Cc1ccc(NC(=O)C(=O)NCCN2CCN(S(=O)(=O)c3ccccc3)CC2)cc1C	0	0	-1	-4	4	0	-1	8	-1.9	-3
Cc1ccc(NC(=O)CN2C(=O)COc3ccc(S(=O)(=O)N4CCOCC4)cc32)cc1F	1	-4	-1	3	3	-4	1	2	-1.0	0
CCOc1ccc(NC(=O)CN(C)C(=O)Cc2c(C)nc3ccccc3c2C)cc1OCC	3	1	3	-6	-7	9	-1	-6	-1.0	0

(next part)
SMILES	NPR1 activator	NR1D1 modulator	GC-B act	HTRA1 inhibitor	ABHD4 inh	ASAP1 GAP inh	rCAG RNA binder	ARFGAP1 inh	PG9 Ab binder	SMARCA2 act
COC(=O)C(C)n1cnc2c(nnn2-c2ccc(OC)cc2)c1=O (stereo unspecified)	-1	2	3	3	-3	-14	-2	-1	5.0	-6
C=CCn1cc(C(=O)OCC)c(=O)c2cc(F)c(F)cc21	0	-13	-8	/	-3	1	2	3	-3.2	-3
CCN(CC)CCOC(c1ccccc1)c1ccc(C)cc1 (stereo unspecified)	-26	2	-20	-3	-1	13	-3	3	-1.4	0
CCOc1ccc(OCCNC2CCCC2)cc1	1	2	0	4	9	-1	1	-2	0.4	-2
O=C(N[C@H](C(=O)N1CCC[C@H]1C(=O)NCc1ccccc1)C1CCCCC1)c1ccccc1	5	-6	4	/	3	-6	0	0	-3.1	0
CCOC(=O)CSc1nc2c(sc3ccccc32)c(=O)n1CCCN1CCOCC1	3	-1	12	-8	-2	0	-6	-12	0.0	0

Part of the list above, with values under each structure.
Value order: NPR1 activator | NR1D1 modulator | GC-B act | HTRA1 inhibitor | ABHD4 inh | ASAP1 GAP inh | rCAG RNA binder | ARFGAP1 inh | PG9 Ab binder | SMARCA2 act
CCOC(=O)C1=NNC2C(=O)N(C3CCCCC3)C(=O)C12 (stereo unspecified)
    2 | -3 | -7 | 1 | -12 | 1 | -3 | 11 | 1.2 | -3
CCOc1ccc(S(=O)(=O)Nc2ccc(S(=O)(=O)N3CCCC3)cc2)cc1
    1 | 4 | 1 | -3 | -6 | 16 | 14 | 4 | -0.4 | -4
